KDM5B inhibitor: blocks human KDM5B histone demethylase activity. hit rate 2.6% among 220,000. KDM5B demethylase, FDH-coupled NADH fluorescence (FDH is formaldehyde dehydrogenase). Potency, µM (highest dose often 57.7 µM), for inactives: at the top dose activity change, negative = inhibition, actives largely listed as inhibitors. Q9UGL1; active = well fitted inhibition curve with a large enough effect; inconclusive = small, poorly fitted or top-dose-only effect; inactive = no such curve, though single readings can be large or run the other way; note: 0% is about no effect; nearly all actives have a fitted effect of over 70% in size
Target sequence (Q9UGL1 whole entry, looked up): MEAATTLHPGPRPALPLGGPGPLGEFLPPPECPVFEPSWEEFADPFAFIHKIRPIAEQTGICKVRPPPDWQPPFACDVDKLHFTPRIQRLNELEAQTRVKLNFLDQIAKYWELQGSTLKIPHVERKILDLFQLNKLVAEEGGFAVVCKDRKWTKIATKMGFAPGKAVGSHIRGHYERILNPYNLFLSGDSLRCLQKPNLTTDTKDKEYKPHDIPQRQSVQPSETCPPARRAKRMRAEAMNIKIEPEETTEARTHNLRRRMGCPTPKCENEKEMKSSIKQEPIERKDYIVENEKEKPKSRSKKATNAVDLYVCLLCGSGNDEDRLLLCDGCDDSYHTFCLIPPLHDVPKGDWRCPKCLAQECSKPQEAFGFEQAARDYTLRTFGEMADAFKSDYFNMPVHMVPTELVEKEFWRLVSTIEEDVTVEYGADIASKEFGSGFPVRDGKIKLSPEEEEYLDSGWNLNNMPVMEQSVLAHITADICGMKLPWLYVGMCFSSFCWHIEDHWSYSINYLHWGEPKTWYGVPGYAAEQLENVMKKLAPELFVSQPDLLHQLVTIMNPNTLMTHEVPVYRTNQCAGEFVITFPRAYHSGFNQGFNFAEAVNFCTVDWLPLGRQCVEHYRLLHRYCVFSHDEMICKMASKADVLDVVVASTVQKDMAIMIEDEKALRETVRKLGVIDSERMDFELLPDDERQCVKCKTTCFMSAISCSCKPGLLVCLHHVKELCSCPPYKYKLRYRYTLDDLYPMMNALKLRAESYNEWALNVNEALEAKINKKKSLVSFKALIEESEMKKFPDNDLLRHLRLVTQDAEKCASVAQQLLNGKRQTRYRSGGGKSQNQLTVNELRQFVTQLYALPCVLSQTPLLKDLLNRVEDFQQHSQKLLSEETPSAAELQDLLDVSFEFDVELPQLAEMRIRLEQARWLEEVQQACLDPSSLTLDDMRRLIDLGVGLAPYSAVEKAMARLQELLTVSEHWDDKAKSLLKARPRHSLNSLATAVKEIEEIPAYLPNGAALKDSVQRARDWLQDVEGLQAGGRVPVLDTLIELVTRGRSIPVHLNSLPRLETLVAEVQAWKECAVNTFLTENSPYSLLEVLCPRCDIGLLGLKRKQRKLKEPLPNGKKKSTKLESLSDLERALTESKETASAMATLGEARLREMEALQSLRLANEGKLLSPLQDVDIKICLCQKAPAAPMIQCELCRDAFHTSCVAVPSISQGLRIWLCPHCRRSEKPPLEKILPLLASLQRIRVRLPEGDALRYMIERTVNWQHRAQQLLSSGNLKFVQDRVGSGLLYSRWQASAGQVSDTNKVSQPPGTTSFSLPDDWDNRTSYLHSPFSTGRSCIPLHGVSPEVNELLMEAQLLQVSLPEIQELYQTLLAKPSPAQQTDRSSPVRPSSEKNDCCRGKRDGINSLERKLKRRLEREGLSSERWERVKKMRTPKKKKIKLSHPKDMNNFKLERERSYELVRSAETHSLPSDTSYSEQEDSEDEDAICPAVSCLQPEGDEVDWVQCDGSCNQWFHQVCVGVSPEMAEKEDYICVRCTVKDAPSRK
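KDM5BΔAP (200 nM final) in 50 mM HEPES pH 7.5, 0.01% Tween-20 was preincubated 10 min at RT with compound over a concentration range. Substrate mix (H3K4me3 12.5 µM, α-KG 25 µM, Fe²⁺, ascorbate, NAD⁺, FDH) was added, and NADH fluorescence change over 30 min gave dose-response curves.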
* hit, by the source's call; i = inactive; ? = inconclusive; [ ] = dose if it differs, or a comment. Potency is the fitted concentration of half-maximal effect. This is a subset; count on the stated rates, not on these rows.

KDM5B inhibitor	compound
-11.1%	COc1ccc(C2SCC(=O)N2c2ccc(Cl)cc2)cc1 (stereo unspecified)
11.1%	COCCn1nc2n(c1=O)CCN(C(=O)Cc1ccc(OC)c(OC)c1)CC2
6.8%	COC(C(=O)N1CCC2(CC1)Nc1ccccc1NC2=O)c1ccccc1 (stereo unspecified)
-4.0%	CNC(=O)N1CCOc2ccc(CCC(=O)NCC3CC3)cc2C1
1.8%	COCCN(Cc1ccco1)C(=O)c1cc2c(Cl)nc3ccc(C)cc3c2s1
12.2%	Cc1nc(SCC(=O)c2c[nH]c3ccccc23)n[nH]1
7.3%	Cc1cccc(-n2c(Cc3cc(=O)[nH]c(=O)[nH]3)nnc2SCC(=O)c2ccc(Cl)cc2)c1
12.7%	CCc1ccc(Nc2c([N+](=O)[O-])c(=O)oc3ccccc23)cc1
22.3%	CC(C)(C)C1CCc2c(sc(NC(=O)CCC(=O)O)c2C(=O)Nc2ccccc2C(F)(F)F)C1 (stereo unspecified)
-22.2%	Cc1cccc(-c2nn3c(N(C)C)cc(C)nc3c2C)c1
-5.7%	Cc1cc(C)c(OCC(=O)Nc2ccc(NC(=O)c3ccco3)cc2)c(Br)c1
134.8%[activator]	Cc1c(C(=O)Nc2ccc(F)cc2)oc2ccc(S(=O)(=O)N3CCCCCC3)cc12
-2.8%	O=C(CCc1c[nH]c2ccccc12)Nc1ccccc1OCC(F)(F)F
10.7%	Cc1occc1-c1nnc(SCC(=O)c2ccc3c(c2)NC(=O)CO3)o1
0.8%	O=C(CCn1c(=O)c2sccc2n(CC(=O)N2CCCC2)c1=O)Nc1ccc(F)cc1
22.4µM*	COCc1ccc2c(c1)c(OC(C)(C)C(=O)NCCCn1ccnc1)nn2Cc1cccc(OC)c1
?	CCOCCCn1cnc2c3cc(F)ccc3n(C)c2c1=O
30.0%[activator]	CCn1ccnc1C1CCN(c2nc3ccccc3s2)CC1
-0.6%	COc1ccc(N2CC(c3noc(-c4ccccc4C)n3)CC2=O)cc1 (stereo unspecified)
4.5%	COC(=O)C1=C(C)NC(=O)CC1C(=O)Nc1cc(Cl)cc(Cl)c1 (stereo unspecified)
-7.0%	COc1ccccc1CNCCSc1nnnn1C
27.9%[115 µM]	O=C(c1ccc(C(F)(F)F)cc1)N1CCC2(C1)C(=O)Nc1ccccc12 (stereo unspecified)
4.6%	O=C(Nc1ccccc1Cl)C1CN(S(=O)(=O)C2CC2)CC12CCCCC2 (stereo unspecified)
-7.0%	COc1cccc(CN2c3ccccc3C3=C(C(c4ccccc4)C(C#N)=C(N)O3)S2(=O)=O)c1 (stereo unspecified)
-4.6%	CC(C)c1ccc(NC(=O)C2CCCN(c3cnc4ccccc4n3)C2)cc1 (stereo unspecified)
-16.9%	COc1ccc(-c2nc(C)c(CCNC(=O)C(=O)Nc3ccccc3C#N)s2)cc1OC
-20.9%[86.2 µM]	COc1cccc(CN2C[C@H]3[C@H](C2)[S+](=O)([O-])C(C)(C)C(=O)N3Cc2ccccc2)c1
4.0%[86.2 µM]	Cc1noc(C)c1-c1cc2c(c(-c3ccc(F)c(Cl)c3)c1)C(=O)N(C)C2
2.3%[86.2 µM]	CC[C@H]1CN(C(=O)Nc2cccc(C(F)(F)F)c2)CC[C@H]1CC(=O)N(C)CCC#N
-20.5%	CCNC(=O)N[C@H]1CO[C@H]2[C@@H]1OC[C@@H]2Nc1nccc(-c2ccc(-c3ccccc3)cc2)n1
?	COC(=O)c1ccc2cc(C(=O)O)ccc2c1
10.7%	CCNC(=O)c1n[nH]c2c1CN(C(=O)c1cccc(OC(F)(F)F)c1)CC2
-1.8%	COC1CN(C2CCN(C(=O)c3ccoc3)CC2)C12CCOCC2 (stereo unspecified)
?	COc1ccccc1CCC(=O)N1CCC(N2CC3CC(C2)[C@H]2CCCC(=O)N2C3)CC1 (stereo partly specified)
-25.4%	Cc1ccc(N2CC(c3noc(-c4ccccc4C)n3)CC2=O)cc1 (stereo unspecified)
1.4%	COc1ccc(Cl)cc1-c1nc(SCC(=O)N2CCCC2)n[nH]1
-21.6%	CCCCSc1oc(-c2ccco2)nc1S(=O)(=O)c1ccc(F)cc1
-21.9%	Cc1cccc(CC(=O)N2CC(Oc3ccccc3-c3noc(C)n3)C2)c1
-8.2%	CCOC(=O)c1cnn(-c2ccc(C(=O)Nc3ccc(C(C)=O)cc3)cc2)c1N
-24.0%	Cc1ccc(C2=NN(CC(=O)NCCCN(CC(C)C)CC(C)C)C(=O)CC2)cc1

Sorted by length of the SMILES (highest first): 15 of the compounds above.
KDM5B inhibitor	compound
-20.5%	CCNC(=O)N[C@H]1CO[C@H]2[C@@H]1OC[C@@H]2Nc1nccc(-c2ccc(-c3ccccc3)cc2)n1
7.3%	Cc1cccc(-n2c(Cc3cc(=O)[nH]c(=O)[nH]3)nnc2SCC(=O)c2ccc(Cl)cc2)c1
22.3%	CC(C)(C)C1CCc2c(sc(NC(=O)CCC(=O)O)c2C(=O)Nc2ccccc2C(F)(F)F)C1 (stereo unspecified)
22.4µM*	COCc1ccc2c(c1)c(OC(C)(C)C(=O)NCCCn1ccnc1)nn2Cc1cccc(OC)c1
?	COc1ccccc1CCC(=O)N1CCC(N2CC3CC(C2)[C@H]2CCCC(=O)N2C3)CC1 (stereo partly specified)
134.8%[activator]	Cc1c(C(=O)Nc2ccc(F)cc2)oc2ccc(S(=O)(=O)N3CCCCCC3)cc12
-8.2%	CCOC(=O)c1cnn(-c2ccc(C(=O)Nc3ccc(C(C)=O)cc3)cc2)c1N
1.8%	COCCN(Cc1ccco1)C(=O)c1cc2c(Cl)nc3ccc(C)cc3c2s1
-4.6%	CC(C)c1ccc(NC(=O)C2CCCN(c3cnc4ccccc4n3)C2)cc1 (stereo unspecified)
-0.6%	COc1ccc(N2CC(c3noc(-c4ccccc4C)n3)CC2=O)cc1 (stereo unspecified)
-25.4%	Cc1ccc(N2CC(c3noc(-c4ccccc4C)n3)CC2=O)cc1 (stereo unspecified)
-4.0%	CNC(=O)N1CCOc2ccc(CCC(=O)NCC3CC3)cc2C1
-22.2%	Cc1cccc(-c2nn3c(N(C)C)cc(C)nc3c2C)c1
?	CCOCCCn1cnc2c3cc(F)ccc3n(C)c2c1=O
-7.0%	COc1ccccc1CNCCSc1nnnn1C

Next section
KDM5B inhibitor	compound
?	COc1ccc(-c2cc(C(=O)NCc3ccccc3)c3c(-c4ccccc4)[nH]nc3n2)cc1
7.8%	CC1CCCC(NC(=O)COC(=O)/C=C/c2ccc(S(=O)(=O)N3CCOCC3)cc2)C1C (stereo unspecified)
?	COc1ccc2nc([C@H]3CCN(Cc4cccc(C#N)c4)C3)[nH]c2c1
-34.5%[86.2 µM]	COc1ccc(NC(=O)C2(C)COCc3cnc(Nc4ccccc4)nc32)cn1 (stereo unspecified)
28.6%	Cn1nc(C2CCNCC2)n(CCc2ccccc2)c1=O
16.1%	CC(C)C(NC(=O)C(c1ccccc1)c1ccccc1)C(=O)O (stereo unspecified)
-18.4%	O=C(Nc1ccccc1F)N1CCC(N2C(=O)C3(CCCCC3)C2c2ccccc2)CC1 (stereo unspecified)
-10.8%	COCCN1C(=O)c2ccccc2C(C(=O)Nc2nccs2)C12CCCCC2 (stereo unspecified)
17.2%[115 µM]	CC(=O)NC1CC2(CCN(C(=O)Cc3c[nH]c4ccccc34)CC2)c2ccccc21 (stereo unspecified)
-12.5%[86.2 µM]	Cc1oc(C(O)c2ccccc2)nc1C(=O)NCc1ccco1 (stereo unspecified)
-10.1%	NC(=O)COC[C@@H]1CN(Cc2ccco2)C[C@H]1c1ccncc1
?	O=C(c1cc(COc2ccc(F)cc2Cl)on1)N1CCN(c2cnccn2)CC1
?	Cc1cc2c(Nc3cccnc3)nc(-c3c(C)noc3C)cc2[nH]1
0.0%	O=C(Nc1cccc(C(F)(F)F)c1)N[C@H]1CO[C@H]2[C@@H]1OC[C@@H]2n1nnnc1Oc1ccccc1
13.4%	CN(C)C[C@@H]1CN(S(C)(=O)=O)C[C@H]1NC(=O)Cc1ccc(F)cc1
?	COc1ccc2nc(CO[C@H]3CN(C4CCC4)C[C@H]3F)[nH]c2c1
i	Cc1cc(-c2cc3c(nc2-c2ccccc2)nc(C(=O)NCCN(C)C)n3C)ccn1
1.5%	CCCOc1nc2ccccc2nc1N1CCC(C(=O)NCc2ccccc2Cl)CC1
?	Cc1cccc(C)c1NC(=O)c1oc2ccc3c(c2c1C)C(=O)CC(C)(C)O3
-17.0%	Cc1ccc(OC2CCN(C(=O)C3CCCN(CC(N)=O)C3)CC2)cc1 (stereo unspecified)
-17.7%	Cc1ccccc1Cn1c(=O)n(Cc2ccc3c(c2)OCO3)c(=O)c2oc3ccccc3c21
-18.2%	COc1ccc(CCCc2nnc(SCC(=O)Nc3cccc(C)c3)o2)cc1C
-13.2%	Cc1ccc(-n2c(=O)c3c(cnn3C)n(CC(=O)Nc3ccc(C)cc3C)c2=O)cc1
-9.5%	CC(C)OC(=O)c1c(NC(=O)COc2cccc(Br)c2)sc2c1CCCC2
-28.3%	C/C=C/C=C/C(=O)N1CCN(CC(F)(F)F)CC1
-20.2%	O=C(c1ccc(Cl)cc1)N1CCC(OC2CCN(Cc3cccnc3)CC2)CC1
3.2%	CCc1ccc(S(=O)(=O)c2nnn3c2nc(Nc2ccc(F)cc2)c2cc(Cl)ccc23)cc1
-22.7%	O=C(c1cc2n(n1)CC(c1ccc(Cl)cc1)OC2)N1CCc2ccccc2C1 (stereo unspecified)
-10.4%	CCOC(=O)c1cnc2ccccc2c1NCCc1ccc(OC)c(OC)c1
-14.9%	O=C(NCc1ccccc1F)C(=O)NCC(c1cccs1)S(=O)(=O)c1cccs1 (stereo unspecified)
12.2%	Cc1ccc(C(=O)NC2CCN(c3ccc(F)cc3)C2=O)cc1C (stereo unspecified)
-14.6%	O=C(NC1CCN(C(=O)N2CC3CC(C2)[C@H]2CCCC(=O)N2C3)CC1)c1ccc2ncccc2c1 (stereo partly specified)
?	COc1ccc2c(c1)c(N1CCCC1=O)c(C(=O)Nc1ccccc1C(F)(F)F)n2C
-11.5%	COc1ccc(N=C2NC(=O)/C(=C/c3ccco3)S2)cc1
8.4%	COc1ccc(CNC(=O)C2CCN(S(=O)(=O)c3cn(C)cn3)CC2)cc1
3.3%[86.2 µM]	COCCN1Cc2[nH]nc(-c3ccc(OC)c(F)c3)c2CC1=O
-16.0%	Cc1ncsc1CN1CC(Oc2cccc(C(=O)NCC3CC3)c2)C1
34.1%[activator]	CCc1nc(N(C)Cc2nccn2Cc2ccccc2)c2cnn(C)c2n1
1.0%	CC(C)C(=O)Nc1ccccc1C(=O)OCc1cc(=O)n2nc(C3CC3)sc2n1
-17.6%	CCOCCCNCc1c(F)cccc1Cl
7.3%	O=C(O)CCCC(=O)N1CCC(Cc2ccccc2)CC1
-5.8%	Cc1cccc(/C=C2\Cc3ccccc3C2=O)c1
-4.7%	COc1ccc2oc(=O)c(-c3csc(Nc4cc(Cl)ccc4OC)n3)cc2c1
28.2µM*	COc1ccc2cc(-c3[nH]ncc3CN3CCN(c4cccc(C)n4)CC3)ccc2c1
?	CC1(C)CC1(C(=O)N1CCc2c(nc(N)[nH]c2=O)C1)c1cccs1 (stereo unspecified)
-9.8%[86.2 µM]	Cc1cc(CNC(=O)[C@@H]2CCC[C@@H](NCc3cccc(Cl)c3)CN(C)C(=O)C2)no1
-5.2%	C/C(=N\Nc1cccc(Cl)c1)C1(C)N(O)C(C)(C)C(c2ccco2)=[N+]1[O-] (stereo unspecified)
-16.5%	CCCCN1C(=O)CC[C@H]2CN(C(=O)Cc3c[nH]c(=O)n(C)c3=O)CC[C@H]21
5.0%	CCOc1ccccc1C1NC(=O)N(CC(=O)Nc2c(C)cccc2C)C2=C1C(=O)OC2 (stereo unspecified)
-3.8%	O=C1CC(C(=O)Nc2ccc(Cl)cc2Cl)n2nc(-c3ccccc3)cc2N1 (stereo unspecified)
-2.4%	COc1ccccc1N1CCN(C(CNC(=O)C(=O)NCc2cccnc2)c2cccnc2)CC1 (stereo unspecified)
-18.0%[86.2 µM]	CC(C)(C)NC(=O)C[C@@H]1CCNC[C@@H]1Cc1cc(-c2ccc(C(C)(C)C)cc2)on1
1.5%	CN1CCN(C(c2ccccc2Cl)c2sc3nc(-c4ccco4)nn3c2O)CC1 (stereo unspecified)
-6.4%	CCN(Cc1ccccc1)C(=O)Cn1c(=O)n(-c2ccc(Cl)c(Cl)c2)c(=O)c2c(C)c(C(=O)N(C)C)sc21
0.6%	O=C(Cc1ccsc1)NC1CCN(c2cc(C(F)(F)F)ncn2)CC1
4.1%	COc1ccc(-c2coc3cc(OCC(=O)NCCC4=CCCCC4)ccc3c2=O)cc1OC
14.1%	O=C(CC1C(=O)NCCN1C(=O)Nc1ccccc1)Nc1cc(Cl)cc(Cl)c1 (stereo unspecified)
-28.8%	O=C(NCCC1=CCCCC1)c1ccc2c(c1)N(Cc1ccc(F)cc1)C(=O)c1ccccc1S2(=O)=O
-6.6%	COc1ccccc1N1CCN(C(=O)c2ccc(N(C)S(=O)(=O)c3ccccc3)cc2)CC1
7.0%	Cc1ccc(S(=O)(=O)NCC2CCC(C(=O)NCC(=O)N(C)Cc3ccccc3)CC2)cc1 (stereo unspecified)

Next section
KDM5B inhibitor	compound
2.4%	COc1ccc(Cn2c(C3CCN(C(=O)c4ccsc4)CC3)n[nH]c2=O)cc1
-15.9%	Cc1ccc(/C=C/S(=O)(=O)NCC(=O)OCC(=O)c2c(C)[nH]c3ccccc23)cc1
?	COc1cc(C2NC(=O)c3c(sc4c3CCN(C)C4)N2)ccc1OC(=O)c1ccccc1 (stereo unspecified)
8.6%	CC1(C)CC(=O)C2=C(C1)OC1=C(C(=O)CC(C)(C)C1)C2c1ccc(C(=O)O)cc1
